Compound activity as filed in PubChem BioAssay.
TDP1 cell CPT = DT40-hTDP1 cell growth loss with CPT; AID 686979; actives 12% (n = 420,000); chicken DT40 Tdp1-/-;hTDP1 cells + 20 nM CPT, ATP luminescence, 48 h; Potency, µM (highest dose often 46.2 µM), inactives show top-dose activity change, negative = growth inhibition, usual class: inhibitors; also: nearly all actives have a fitted effect of over 55% in size
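Cell growth measured by CellTiter-Glo luminescence after a minimum 48 h, 37 C compound exposure with 20 nM CPT in Tdp1-knockout DT40 cells stably expressing hTDP1, seeded 400/well; qHTS titration format.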
FEN1 inhibitor = blocks human flap endonuclease 1; Potency, µM (highest dose often 114 µM), without a hit: top-dose activity change, negative = inhibition, most hits filed as inhibitors; Recombinant FEN1 flap cleavage, fluorescence, 15 min; P39748; actives 0.35% (n = 390,000); also: nearly all actives have a fitted effect of over 65% in size
Target sequence (P39748 whole entry, looked up): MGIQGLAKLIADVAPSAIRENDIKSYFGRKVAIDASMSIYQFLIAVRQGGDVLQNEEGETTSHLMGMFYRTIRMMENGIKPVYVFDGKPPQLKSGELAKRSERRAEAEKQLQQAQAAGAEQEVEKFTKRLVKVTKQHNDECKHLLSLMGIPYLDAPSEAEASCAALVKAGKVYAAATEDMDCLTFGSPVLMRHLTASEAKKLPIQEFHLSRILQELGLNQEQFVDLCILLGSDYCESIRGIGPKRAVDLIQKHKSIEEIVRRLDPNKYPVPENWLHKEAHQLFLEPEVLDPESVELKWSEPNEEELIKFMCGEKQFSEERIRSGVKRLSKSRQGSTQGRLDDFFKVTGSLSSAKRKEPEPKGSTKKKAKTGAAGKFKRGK
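Steps: FEN1 (10 nM) dispensed; compound added by pin tool; 15 min at room temperature; substrate added to 50 nM final; reads at 0 min and 15 min; data normalized and fitted (four-parameter Hill).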
GCN5L2 inh = inhibitors of human GCN5L2 histone acetyltransferase; Potency, µM (titrated, usually from 58.9 µM), for the others: at the top dose activity change, negative = inhibition, hits mostly inhibitors; actives 0.21% (n = 390,000); GCN5L2 HAT assay, ThioGlo1 CoA-SH fluorescence; Q92830
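Preincubate 20nM GCN5L2 with compound 15 min, RT → add 50uM ThioGlo1 + 75uM H3(1-25) + 70uM acetyl-CoA → read fluorescence 0 and 20 min. Primary qHTS; fluorescent artifacts likely.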
* hit, by the source's call; ? = inconclusive; . = not tested or not shown; [ ] = another dose, or the depositor's remark. Calls follow the shape of the dose curve; as a rule, active = well fitted curve in the direction sought with a large enough effect; inconclusive = small, poorly fitted or top-dose-only effect, or another doubt; inactive = no such curve, though single readings can be large; an effect the other way counts as inactive or inconclusive. % is scaled to controls: 0 for no effect and ±100 for the full control effect; potency is read from the fitted curve at half-maximal effect. A portion of the library; the hit share may differ from the screen's.

Below each compound: GCN5L2 inh, TDP1 cell CPT, FEN1 inhibitor
#1 CC(NC(N)=O)C(=O)Nc1ccc(Cl)c(S(=O)(=O)Nc2ccc(Cl)cc2)c1 (stereo unspecified)
    -13%, 0%, 16%
#2 CC(Oc1ccc(-c2ccccc2)c(F)c1)c1ccn(S(=O)(=O)c2ccc(Br)cc2)n1 (stereo unspecified)
    ?, -26%, -20%
#3 CC(C)CC(C(=O)O)N(Cc1ccccc1)Cc1ccccc1 (stereo unspecified)
    -1%, -10%, -3%
#4 COc1ccccc1C(=O)Nc1ccc2nc(SCC(=O)N3CCCC3)sc2c1
    -10%, ?, 1%
#5 COc1ccc(NC(=S)N2CCC(NC(=O)C3CCCCC3)CC2)cc1
    -6%, -14%, 3%
#6 O=C(NCCCN1CCCC1=O)C1CCN(S(=O)(=O)c2cc(C(F)(F)F)ccc2Cl)CC1
    0%, 15µM*, -2%
#7 O=C(Nc1nnc(-c2ccco2)o1)c1cccc(N2C(=O)CCC2=O)c1
    -4%, 12%, 4%
#8 COc1ccc(C(=O)/C(=C\N(C)C)n2nc(C)cc2C)cc1
    2%, -3%, 20%
#9 Cc1cc(C(=O)COc2cccc(-n3cnnn3)c2)c(C)n1-c1ccccc1
    -1%, 23µM*, -13%
#10 NS(=O)(=O)c1ccc(NC(=O)COC(=O)CCC2CCCCC2)cc1
    27%, 0%, 8%
#11 CCCCN(CC)CCCNC(=O)c1csc2c1CCCCC2
    -3%, ?, -3%
#12 Cc1ccc(N(C)C(=O)C2CCCN(c3ncnc4c3nc3n4CCCCC3)C2)cc1C (stereo unspecified)
    -9%, ?, 1%
#13 COc1ccc(NC(=O)Nc2ccccc2SC)c(OC)c1
    -5%, 1%, -1%
#14 CCCCc1c(O)nc(SC2CC(=O)N(c3ccc(C(=O)OCC)cc3)C2=O)[nH]c1=O (stereo unspecified)
    1%, -6%, 17%
#15 CCOc1ncccc1C(=O)OC(C)C(=O)Nc1ccc(CC)cc1 (stereo unspecified)
    -2%, -11%, 6%
#16 CS(=O)(=O)c1ccc(NC(=O)c2ccc3c(c2)S(=O)(=O)N=C2CCCCCN23)cc1
    -6%, -11%, 0%
#17 COc1ccc(NC(=O)CN2CCC(C(N)=O)(N3CCCCC3)CC2)c(OC)c1
    13%, 14%, -6%
#18 COC(=O)CCCC1=CC2=C(c3ccccc3)C(=O)C(C)(OC(=O)C3CCCC3)C(=O)C2=CN1Cc1ccco1 (stereo unspecified)
    -18%, -3%, 4%
#19 Cc1ccc(OCCCCn2c(CO)nc3ccccc32)cc1
    0%, 23µM*, -17%
#20 CCOc1ccc(S(=O)(=O)Nc2ccc3oc(C)c(C(=O)OC(C)C)c3c2)cc1
    -10%, ., -4%
#21 Cc1ccc(C(=O)CSc2ncnc3ccccc23)o1
    -9%, -23%, 14%
#22 CC1CCN(Cc2cnc(Cl)s2)CC1
    -3%, -21%, 6%
#23 CCn1c(C(=O)Nc2ccccc2C(=O)OC)cc2sc(Cl)cc21
    -1%, 0%, -10%
#24 Cc1ccc2nc(NC(=O)C3=NN(c4ccccc4)C(=O)CC3)sc2c1
    -12%, -10%, -19%
#25 COCCCNC(=O)c1ccc(Cn2c(SCc3cccc(C)c3)nc3cccnc32)cc1
    -1%, ?, -3%
#26 CCc1cccc(NC(=O)CN(C)S(=O)(=O)c2cccs2)c1
    -5%, -24%, -13%
#27 COc1ccc(-n2nc3c(N4CCC(C(=O)N5CCCCCC5)CC4)nnc(C)c3c2C)cc1
    -2%, ?, -12%
#28 CC(=O)c1ccc(O[C@@H]2O[C@H](CO)[C@@H](O)[C@H](O)[C@H]2O)cc1
    -2%, 17%, 3%
#29 Cc1ccc(C(=O)N2CCC(C(N)=O)CC2)cc1C
    -1%, -1%, 4%
#30 COc1ccc(CN2CCC(C(=O)c3cccc(Cl)c3)CC2)cc1
    -4%, -3%, -4%
#31 CCOC(=O)N1CCC(N(CCOC)C(=O)Nc2ccc(Cl)cc2)CC1
    -18%, ?, -12%
#32 CCc1nn(CC(=O)NCc2ccc(C)cc2)c(=O)c2cc3occc3n12
    -7%, -3%, -13%
#33 O=C(NCc1ccccc1Cl)/C(=C\c1cccnc1)NC(=O)c1ccccc1
    -4%, 6%, 1%
#34 c1ccc2c(N3CCOCC3)nc(-c3ccoc3)nc2c1
    -13%, ?, .
#35 O=C(Nc1ccncc1)c1cccc(F)c1
    -19%, ?, -9%
#36 Cc1cc(C)n(-c2nnc(C)n2/N=C/c2ccc(O)cc2)n1
    1%, 3%, 6%
#37 CCOC(=O)c1c(NC(=O)C(=O)N/N=C/c2ccc(O)c(OC)c2)sc2c1CCCCC2
    -14%, ?, -5%
#38 COc1ccc(N2CC(O)=C(c3n(C)c4ccccc4[n+]3C)C2=N)cc1
    -6%, ?, 3%
#39 C[N+]1(CCN2C(=O)C3CC=C(Cl)CC3C2=O)CCOCC1 (stereo unspecified)
    -9%, -2%, 10%
#40 COc1ccc(Cc2ccccc2C(=O)O)cc1
    ., 4%, -14%
#41 Cc1ccc(C(=O)NNC(=O)CSc2nnc3ccccn23)cc1
    -3%, 1%, 13%
#42 NC(=O)c1ccc[n+]([C@@H]2OC(COP(=O)([O-])OP(=O)(O)OCC3OC(n4cnc5c(N)ncnc54)C(OP(=O)(O)O)C3O)C(O)C2O)c1 (stereo partly specified)
    -28%, ?, .
#43 C(=C\c1nc(-c2ccccc2)no1)/c1ccccc1
    16%, -30%, 0%
#44 O=C(Nc1cccc(-c2cccc(F)c2)c1)C1CCN(Cc2ccco2)CC1
    2%, ?, 2%
#45 COCCOC(=O)C1=C(C)N=C2SCCC(=O)N2C1c1cccc(Br)c1 (stereo unspecified)
    1%, -1%, -15%
#46 CCCCOc1ccccc1C1C(C(=O)OC)=C(C)N(C)C(C)=C1C(=O)OC
    -7%, ?, -3%
#47 CCCCCOP(=O)(OCCCCC)C1(NS(=O)(=O)c2ccccc2)C=CC(=O)c2ccccc21 (stereo unspecified)
    -19%, ?, ?
#48 O=C(c1cc2ccccc2c(=O)o1)N1CCCCCC1
    -3%, 11%, -7%
#49 Cc1nn(Cc2ccccc2)c(C)c1C(=O)N1CCN(CC(=O)Nc2ccccc2Cl)CC1
    -4%, 16µM*, 0%
#50 CCOC(=O)C1=C(C)Nc2nc(C)nn2C1c1ccc(OCC)c(OC)c1 (stereo unspecified)
    -1%, 4%, 6%
#51 Cc1ccccc1Cn1c(CN2CCc3ccccc3C2)nc2c1c(=O)n(C)c(=O)n2C
    0%, ?, -13%
#52 COc1ccc(NC(=O)CC(C)C)c(OC)c1
    -6%[0.501 µM], -3%, -9%
#53 CC(C)(C)NC(=O)C1CCN(S(=O)(=O)c2ccc(Br)cc2)CC1
    -2%, 0%, -1%
#54 CN(c1ccccc1C(=O)NC1CC2CCC1C2)S(=O)(=O)c1ccccc1 (stereo unspecified)
    1%, -3%, -2%
#55 COc1cc(/C=N/Nc2nc(Nc3ccccc3)nc(-n3nc(C)cc3C)n2)cc(OC)c1OC
    -6%, 23µM*, -9%
#56 CC(NC(=O)c1cccc(N(C)C)c1)c1ccc(-n2ccnc2)cc1 (stereo unspecified)
    -4%, 2%, 0%
#57 Cc1ccc(/C([O-])=C(/C(=S)Nc2ccc(SC(F)F)cc2)[n+]2ccccc2)cc1[N+](=O)[O-]
    1%, ?, -12%
#58 CCOc1cc(-c2ccc3c(c2)OCO3)cc(=[O+]CC)c2c(C)oc(C)c12
    ., ?, 45µM*
#59 CCOc1ccc(OCC)c(NC(=O)C2CCCN(S(=O)(=O)c3ccc4c(c3)oc(=O)n4C)C2)c1 (stereo unspecified)
    -6%, ?, -1%
#60 Cc1cccc(C)c1NC(=O)Cn1c(CN2CCCCC2)nc2ccccc2c1=O
    -2%, -26%, 5%

Later entries.
Below each compound: GCN5L2 inh, TDP1 cell CPT, FEN1 inhibitor
#61 C=C(C)COc1ccc2c(C)c(CC(=O)OC)c(=O)oc2c1C
    -8%, 18µM*, -11%
#62 COc1cccc(NC(=O)C2CC2(c2cccc(OC)c2)c2cccc(OC)c2)c1 (stereo unspecified)
    3%, ?, -13%
#63 O=C(CN1CCN(S(=O)(=O)c2ccccc2)CC1)Nc1ccccc1C(=O)c1ccccc1
    -5%, ?, -11%
#64 CCOc1[nH]n(-c2ccccc2)c(=O)c1C=NCC(=O)OC
    -4%, -3%, -7%
#65 O=c1ccc(-c2nc3ccccc3n2Cc2ccc(Cl)cc2)c[nH]1
    -5%, -17%, -3%
#66 C=CCNC(=O)c1onc(CSc2ccc(Cl)cc2)c1C(=O)O
    -13%, -18%, -2%
#67 NCCc1nnc(SCC(=O)Nc2ccc(Br)cc2)o1
    1%, -5%, 5%
#68 COc1ccc(OC)c2[nH]c(=O)c(CCNS(=O)(=O)c3ccc(F)cc3)cc12
    -5%, -1%, -5%
#69 COc1ccc(NC(=O)c2cc3c(Cl)nc4ccccc4c3s2)cc1OC
    -1%, ?, 8%
#70 O=C(CNC(=O)c1ccco1)OCc1c(F)cccc1Cl
    -14%, -2%, 5%
#71 c1cn(CC2(Cn3ccnc3)COC2)cn1
    -13%, 0%, 1%
#72 Cc1cccc(C(=O)NCC(=O)N2CC(=O)Nc3ccccc32)c1
    1%, -6%, -3%
#73 O=C(NCc1ccc(F)cc1)c1c2c(nc3ccccc13)CCC2
    -22%, ?, -7%
#74 CN1CCN(S(=O)(=O)c2ccc(Nc3ccc(F)cc3)nc2)CC1
    -17%, -5%, -4%
#75 Cc1cc(C)cc(NC(=O)CCC(=O)N2Cc3ccccc3Oc3ncccc32)c1
    -2%, ?, -8%
#76 COCCNC(=O)CN1C(=O)CC(C)(C)S(=O)(=O)c2ccccc21
    -4%, 3%, -3%
#77 Cc1cc(C)c2c(=O)[nH]c(SCC(=O)NCc3ccccc3)nc2n1
    -6%[0.501 µM], -5%, -3%
#78 O=C(O)/C=C1\CCCc2ccccc2[C@H]1O
    -16%, -11%, .
#79 Cc1ccc(C(=O)Nc2cccc(C(=O)N/N=C/c3ccc(O)cc3)c2)cc1
    -7%, -7%, ?
#80 CCOC(=O)CSc1ccc(C(=O)NCCN2CCOCC2)cc1[N+](=O)[O-]
    -11%, 22%, -16%

Quoted at random: 2 entries already listed, in no set order.
Below each compound: GCN5L2 inh, TDP1 cell CPT, FEN1 inhibitor
#74 CN1CCN(S(=O)(=O)c2ccc(Nc3ccc(F)cc3)nc2)CC1
    -17%, -5%, -4%
#70 O=C(CNC(=O)c1ccco1)OCc1c(F)cccc1Cl
    -14%, -2%, 5%

(listing goes on)
Below each compound: GCN5L2 inh, TDP1 cell CPT, FEN1 inhibitor
#81 CCOc1ccc(C(=O)CCc2nc3ccccc3s2)cc1
    -10%, -10%, -18%
#82 Cc1ccc(-n2c(=O)c3c(C)c(C(=O)N(C)C)sc3n(Cc3ccccc3C)c2=O)cc1C
    2%, ?, -1%
#83 CCN(C(=O)COC(=O)c1ccccc1NCCO)c1cccc2ccccc12
    -6%, -29%, -25%
#84 CCOc1ccc(C(O)(CCC(C)C)C(CN2CCOCC2)c2ccccc2)cc1 (stereo unspecified)
    0%, ?, -17%
#85 Cc1cc(Br)ccc1NC(=O)c1sc2ncn(Cc3ccccc3Cl)c(=O)c2c1C
    -5%, ?, 19%
#86 CC(=O)Nc1cccc(-c2nc3ccccc3[nH]2)c1
    -1%, 8%, 0%
#87 Cc1cc(=O)oc2cc(OC(=O)c3nn(C(C)C)c(=O)c4ccccc34)ccc12
    -25%, -22%, -8%
#88 COc1ccccc1NC(=O)Cn1nc(-c2ccc(C)cc2)c2c(c1=O)CCCC2
    -7%, ?, -11%
#89 COc1ccc(-n2c(=O)/c(=C\c3cccs3)s/c2=C(/C#N)C(=O)N2CCN(C)CC2)cc1
    6%, -26%, -8%
#90 CSc1c(CN2CCN(C)CC2)c2ccccc2n1C
    ., 0%, -2%
#91 CC(C)c1nc(NCCO)c2nnn(Cc3ccccc3)c2n1
    0%, -15%, 1%
#92 Cc1coc(NC(=O)CSc2nc(-c3ccc(Cl)cc3)cc(C(F)(F)F)c2C#N)n1
    3%, 21µM*, -8%
#93 CC(=O)c1ccc(N2CCN(C(=O)C(=O)c3c(C)[nH]c4ccccc34)CC2)cc1
    -2%, ?, -15%
#94 COc1ccc(C(NC(=O)c2ccc(-c3ccccc3)cc2)c2ccccc2)cc1 (stereo unspecified)
    -7%, 13µM*, -1%
#95 CCc1nc2sc3c(=O)[nH]cnc3c2c2c1CSC(C)(C)C2
    -5%, ?, 2%
#96 COCCN(CCOC)c1nc(-c2ccc(Cl)cc2)nc2ccccc12
    -6%, 18µM*, -18%

Full records, quoted from the list. Screens in order: GCN5L2 inh | TDP1 cell CPT | FEN1 inhibitor
Cc1cc(Br)ccc1NC(=O)c1sc2ncn(Cc3ccccc3Cl)c(=O)c2c1C is listed with -5% | ? | 19%
CCc1nc2sc3c(=O)[nH]cnc3c2c2c1CSC(C)(C)C2 is listed with -5% | ? | 2%
Cc1ccc(-n2c(=O)c3c(C)c(C(=O)N(C)C)sc3n(Cc3ccccc3C)c2=O)cc1C is listed with 2% | ? | -1%
CCOc1ccc(C(=O)CCc2nc3ccccc3s2)cc1 is listed with -10% | -10% | -18%
